Compound activity as filed in PubChem.
GRP78 ERSR act: inducers of ER stress response in human glioma cells; hit rate 0.02% among 420,000; U87-MG GRP78 promoter luciferase reporter, 16 h; Potency, µM, without a hit: at the top dose activation, actives largely listed as activators; further: potency means the concentration at half of the fitted maximal effect; series mostly up to about 76 µM; % of control where 0% means no effect; nearly all actives have a fitted effect of over 35% in size
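Stably transfected U87-MG human glioma cells carrying a GRP78-based luminescent sensor were seeded at 1000 cells/well, pin-dosed with compounds and incubated 16 h. Luciferase reagent was then added, and end-point luminescence was read after 10 min at room temperature.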
Vif-APOBEC3F blk: inhibitors of Vif-A3F interaction | HeLa A3F-eYFP + Vif (tagged APOBEC3F with the HIV-1 protein that degrades it), YFP fluorescence increase | AID 602313 | hit rate 0.2% among 390,000 | Potency, µM (series often up to 46.1 µM), without a hit: at the highest dose activity, negative = active; further: potency means the concentration at half of the fitted maximal effect; % of control where 0% means no effect; nearly all actives have a fitted effect of over 65% in size
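HeLa cells stably expressing Vif plus C-terminally eYFP-tagged A3F were seeded, incubated overnight at 37 deg C, dosed with compound, incubated overnight again at 37 deg C. Yellow fluorescence (Ex 488/Em 500-530) reported blocked Vif-mediated A3F-eYFP degradation.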
LDHA inh: blocks human lactate dehydrogenase A; purified LDHA, NADH/diaphorase-resazurin fluorescence; stronger effect = lower value; activity change, % (values are at about 110 or 230 µM); hit rate 0.15% among 480,000; AID 1347041; in the data active means activity change below about -30%; inconclusive means mostly about -25% to -30%;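 further: plate controls were DMSO wells for no effect and wells without enzyme for full effect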
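Human LDH5 (2 nM) was incubated with 0.06 mM NADH and 0.2 mM pyruvate for 5 min at room temperature in Tris pH 7.4. Remaining NADH was coupled through diaphorase/resazurin, and resorufin fluorescence was read at 0 and 20 min.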
Vif-APOBEC3G blk: blocks the Vif interaction with human APOBEC3G; Q9HC16; HeLa A3G-eYFP + Vif (tagged APOBEC3G with the HIV-1 protein that degrades it), YFP fluorescence, overnight; Potency, µM (titrated, usually from 46.1 µM), for inactives: at the highest dose activity, negative = active, actives largely listed as inhibitors; hit rate 0.076% among 410,000;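 further: potency means the concentration at half of the fitted maximal effect; on the % scale 0 is the no-effect control and ±100 the full control effect; nearly all actives have a fitted effect of over 60% in size; hits raise eYFP signal because A3G escapes Vif-driven loss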
Target sequence (Q9HC16 whole entry, looked up): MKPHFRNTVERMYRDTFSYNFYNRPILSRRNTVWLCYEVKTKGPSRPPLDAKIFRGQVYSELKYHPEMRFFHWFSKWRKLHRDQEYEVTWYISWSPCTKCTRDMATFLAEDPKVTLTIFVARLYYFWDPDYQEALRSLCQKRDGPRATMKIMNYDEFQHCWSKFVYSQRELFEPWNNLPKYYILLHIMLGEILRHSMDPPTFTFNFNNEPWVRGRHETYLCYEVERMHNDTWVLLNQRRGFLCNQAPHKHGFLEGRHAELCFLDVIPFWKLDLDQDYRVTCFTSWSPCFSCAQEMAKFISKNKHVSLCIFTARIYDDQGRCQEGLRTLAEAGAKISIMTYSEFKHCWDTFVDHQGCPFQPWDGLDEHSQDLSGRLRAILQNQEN
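HeLa cells stably expressing Vif and C-terminally eYFP-tagged A3G, seeded overnight at 37 deg C, then exposed to compound by pintool overnight at 37 deg C. Rise in yellow fluorescence (Ex 488/Em 500-530, Acumen) marks blocked Vif-driven A3G degradation.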
D1 antagonist: human D1 dopamine receptor antagonism. P21728. HEK293 TREx D1 cells, calcium flux, dopamine EC80; stronger effect = lower value. activity change, negative = inhibition, % at 10 µM. hit rate 3.2% among 360,000. AID 504652; in the data active means activity change below about -30%; further: on the % scale 0 is the no-effect control and ±100 the full control effect
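Allosteric or orthosteric antagonism assessed as attenuation of the calcium response to EC80 dopamine, added 180 s after compound, in induced HEK293 Trex D1 cells loaded with no-wash calcium dye.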
D1 agonist: activates the human D1 dopamine receptor; P21728; HEK293 T-REx D1 cells, calcium flux, agonist mode; activation, % at 2 µM; hit rate 1% among 360,000; AID 504660; in the data active means activation above about 30%; further: 0% is about no effect
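Tetracycline-induced HEK293 TREx D1 cells, force-coupled to calcium signalling, were dye-loaded with a no-wash calcium kit. Compound was pin-added after a 10 s baseline. Fluorescence was read kinetically at 1 cycle/s for 180 s, with calcium rises flagged as agonism.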
RXFP1 ag: activates the human relaxin receptor RXFP1. Q9HBX9. HEK293T-RXFP1 cAMP TR-FRET, 30 min; response scale: percent of porcine relaxin response, buffer zero. Potency, µM (titrated, usually from 57.5 µM), for inactives: top-dose activation, usual class: activators. hit rate 0.3% among 370,000. AID 2676; further: potency means the concentration at half of the fitted maximal effect; on the % scale 0 is the no-effect control and ±100 the full control effect; nearly all actives have a fitted effect of over 60% in size; many of its hits are not listed in these tables
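HEK293 cells stably expressing RXFP1, treated 30 min at 37C with compounds plus PDE4 inhibitor Ro 20174; cAMP measured by HTRF TR-FRET. Normalized to buffer and 29 nM porcine relaxin; EC50 by Hill fit.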
D1 potentiator: potentiators of human D1 dopamine receptor | potentiation, % at 10 µM | HEK293 TREx D1 cells, calcium flux, dopamine EC20 potentiation | hit rate 0.036% among 360,000; in the data active means potentiation above about 30%; further: 0% is about no effect
D2 potentiator: positive allosteric modulators of human D2 dopamine receptor; HEK293 T-REx D2, calcium flux, EC20 dopamine potentiation; potentiation, % at 10 µM; hit rate 0.34% among 340,000; AID 485347;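 active means potentiation over 3 SD above the plate norm, cut at about 30% in these data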; further: 0% is about no effect
Target sequence (P14416 whole entry, looked up): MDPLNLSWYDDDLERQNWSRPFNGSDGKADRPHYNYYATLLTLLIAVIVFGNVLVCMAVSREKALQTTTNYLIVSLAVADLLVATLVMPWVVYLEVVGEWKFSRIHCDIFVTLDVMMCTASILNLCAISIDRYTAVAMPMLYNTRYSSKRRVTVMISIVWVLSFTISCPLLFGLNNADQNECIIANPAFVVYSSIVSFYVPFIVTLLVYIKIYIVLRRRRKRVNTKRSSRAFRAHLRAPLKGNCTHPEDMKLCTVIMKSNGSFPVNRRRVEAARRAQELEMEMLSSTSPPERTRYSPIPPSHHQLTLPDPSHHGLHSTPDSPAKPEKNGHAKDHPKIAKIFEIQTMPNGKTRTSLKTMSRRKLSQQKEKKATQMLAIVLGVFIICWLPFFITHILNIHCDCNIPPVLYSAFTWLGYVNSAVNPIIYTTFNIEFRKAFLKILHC
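Using a no-wash calcium dye in inducible, force-coupled HEK293 Trex cells expressing D2, we tracked fluorescence each second for 180 s after compound, then for 180 s after EC20 dopamine to detect augmented signalling.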
Numbers without * were called inactive; ? = inconclusive; . = no result given. Unless noted, the call rests on the fitted dose curve; in most records, active means well fitted curve in the direction sought with a large enough effect; inconclusive means small, poorly fitted or top-dose-only effect, or another doubt; inactive means no such curve, though single readings can be large; an effect the other way counts as inactive or inconclusive.

Below each SMILES: GRP78 ERSR act	Vif-APOBEC3F blk	LDHA inh	Vif-APOBEC3G blk	D1 antagonist	D1 agonist	RXFP1 ag	D1 potentiator	D2 potentiator
Cc1ccc(C(=O)OCC(=O)N2c3ccccc3NC(=O)C2(C)C)cc1S(=O)(=O)N1CCCCC1
 : 0%	2%	-1	2%	.	.	.	.	.
Oc1ccccc1C=NCCN1CCN(CCN=Cc2ccccc2O)C1c1ccccc1O (stereo not drawn)
 : -5%	0%	16	0%	.	.	.	.	.
CCN1CCN(CC2COc3ccccc3O2)CC1 (stereo not drawn)
 : 0%	-24%	0	0%	-1	1	-2.0%	-10	-15
NC(=O)C[n+]1cccc(C(=O)Nc2ccccc2)c1
 : -2%	2%	?	-1%	-3	7	-4.3%	-2	-10
Cc1occc1C(=O)Nc1cc(C(C)(C)C)on1
 : 6%	-6%	-1	-3%	-7	0	0.0%	-6	-3
CCOC(=O)N1CCC(NC(=O)C(Cc2ccccc2)NC(=O)C2CCCCC2)CC1 (stereo not drawn)
 : -4%	-11%	2	0%	-12	2	-0.8%	0	0
Cc1ccc(NC(=O)C(=O)NCc2ccco2)c(C)c1
 : 2%	5%	-5	0%	2	2	0.6%	-5	3
Oc1ccccc1CN1CCCC(N2CCN(c3cccc(C(F)(F)F)c3)CC2)C1 (stereo not drawn)
 : -3%	3%	3	9%	6	0	0.9%	1	-4
CCCCOc1ccc(S(=O)(=O)N2CCCCCC2)cc1
 : -2%	0%	4	1%	-10	1	0.0%	1	-1
O=C(Nc1nc2c(s1)CCCC2)c1cc(-c2ccc3c(c2)OCO3)nc2ccccc12
 : .	.	.	.	16	7	1.3%	-2	7
O=C(CCNC(=O)c1ccco1)Nc1cccc(Br)c1
 : -3%	?	-6	-1%	-30*	2	-0.8%	-2	-10
CCOC(=O)N1CCN(S(=O)(=O)N2CCCC(C(=O)NCc3ccc(OC)cc3)C2)CC1 (stereo not drawn)
 : -6%	7%	-10	0%	-23	-1	-1.0%	-4	-5
Cc1cc(NC(=O)c2cccc([N+](=O)[O-])c2)n(-c2ccccc2)n1
 : -7%	8%	3	-3%	-9	0	1.2%	2	-8
Cc1cccc(C(P(=O)(c2ccccc2)c2ccccc2)P(=O)(c2ccccc2)c2ccccc2)n1
 : -2%	2%	3	2%	-2	0	-0.3%	-8	-3
Cn1nc(N2CCN(S(=O)(=O)c3ccccc3)CC2)c(=O)n(C)c1=O
 : -1%	-7%	-6	2%	-8	2	-0.3%	-3	-3
Cc1ccccc1NP1(=O)OCCCN1Cc1ccccc1Cl (stereo not drawn)
 : -5%	1%	4	-4%	.	.	.	.	.
COc1ccc(CCNS(=O)(=O)c2c(C)nc3sc(C)cn3c2=O)cc1OC
 : 0%	-11%	-3	6%	-7	0	-1.1%	-2	-12
Cc1ccc(S(=O)(=O)CCc2nnc(NC(=O)c3ccco3)s2)cc1
 : -2%	-23%	-3	2%	-9	3	-1.0%	-7	15
Cc1ccccc1-n1c(SCC(=O)N2CCN(c3ccccn3)CC2)nnc1N1CCOCC1
 : -4%	2%	-11	-8%	24	1	-0.4%	-9	-7
COc1ccccc1NS(=O)(=O)c1ccc2oc(=S)[nH]c2c1
 : -2%	-9%	-4	0%	2	2	-1.2%	-3	-8
C/C(=N\NC(=O)CSc1nc2ccccc2o1)c1ccc(O)cc1
 : 6%	-16%	-2	-9%	1	2	2.7%	5	3
CC1CCCCC12NC(=O)N(CC(=O)c1ccc(Cl)s1)C2=O (stereo not drawn)
 : -2%	2%	0	-4%	-25	2	2.3%	-2	-2
N#Cc1ccc(-c2csc(-c3ccno3)n2)cc1
 : 1%	9%	-7	-4%	0	6	1.5%	-5	-6
CCCCNC(=O)C(C)N(CCN(C)C)C(=O)CCCN1C(=O)NC(c2ccc(Cl)cc2)C(C(=O)OCc2ccccc2)=C1C (stereo not drawn)
 : -7%	9%	2	-6%	.	.	.	.	.
COC(=O)c1ccc(C(=O)OC)c(NC(=O)CSCc2ccccc2Br)c1
 : -2%	3%	-5	1%	0	0	1.7%	-4	-1
Cc1cc(C(F)(F)F)n2nc(C(=O)O)c(Cl)c2n1
 : -1%	-10%	-4	1%	-4	2	0.7%	-5	4
CCOC(=O)C(=CNc1ccc(C)cc1C)C(=O)OCC
 : -2%	0%	2	-1%	0	5	-0.1%	2	-3
Cc1cc(C(=O)CSc2n[nH]c(N)n2)c(C)n1-c1ccc(F)cc1
 : 6%	1%	1	2%	16	-3	2.4%	-6	-16
Cc1cc(=O)oc2cc(OCc3ccc(S(=O)(=O)N4CCOCC4)cc3)ccc12
 : -2%	-2%	-3	1%	-8	4	0.2%	-4	-4
COc1ccc2c(c1)C1CC(C)(NC(=O)C1S(=O)(=O)c1ccc(F)cc1)O2 (stereo not drawn)
 : -5%	-8%	2	-2%	-2	1	0.4%	0	13

One compound at a time, as listed above:
`COc1ccccc1NS(=O)(=O)c1ccc2oc(=S)[nH]c2c1` in the list: GRP78 ERSR act: -2%; Vif-APOBEC3F blk: -9%; LDHA inh: -4; Vif-APOBEC3G blk: 0%; D1 antagonist: 2; D1 agonist: 2; RXFP1 ag: -1.2%; D1 potentiator: -3; D2 potentiator: -8
`C/C(=N\NC(=O)CSc1nc2ccccc2o1)c1ccc(O)cc1` in the list: GRP78 ERSR act: 6%; Vif-APOBEC3F blk: -16%; LDHA inh: -2; Vif-APOBEC3G blk: -9%; D1 antagonist: 1; D1 agonist: 2; RXFP1 ag: 2.7%; D1 potentiator: 5; D2 potentiator: 3

Back to the main list with the 2 entries that preceded the break.
Below each SMILES: GRP78 ERSR act	Vif-APOBEC3F blk	LDHA inh	Vif-APOBEC3G blk	D1 antagonist	D1 agonist	RXFP1 ag	D1 potentiator	D2 potentiator
Cc1cc(=O)oc2cc(OCc3ccc(S(=O)(=O)N4CCOCC4)cc3)ccc12
 : -2%	-2%	-3	1%	-8	4	0.2%	-4	-4
COc1ccc2c(c1)C1CC(C)(NC(=O)C1S(=O)(=O)c1ccc(F)cc1)O2 (stereo not drawn)
 : -5%	-8%	2	-2%	-2	1	0.4%	0	13
Cc1cccc(NC(=O)C[n+]2ccccc2)c1
 : -5%	-6%	-6	0%	8	3	0.1%	-2	-2
CN(C)S(=O)(=O)n1cnc([C@H]2c3c(ncn3Cc3ccccc3)C[C@H]3COC(=O)[C@@H]32)c1
 : -2%	0%	-6	0%	.	-2	0.9%	0	10
O=C1N[C@@H](c2ccccc2)COC(=O)[C@@H](Cc2ccc(F)cc2)CC/C=C/C[C@H]1CC(=O)N(CCO)Cc1ccccc1
 : -2%	1%	2	-10%	.	.	.	.	.
Cc1ccc(C)c(/C(O)=C2/C(=O)C(=O)N(CCN3CCOCC3)C2c2ccc(C)o2)c1 (stereo not drawn)
 : -2%	-1%	9	-1%	11	1	-0.9%	0	4
Cc1ccc(-c2csc3ncnc(NS(=O)(=O)c4ccc(Cl)cc4)c23)cc1
 : -4%	8%	-8	-1%	-11	17	-1.2%	7	3
COCCn1c(SCC(=O)Nc2cccc(C(=O)OC)c2)nc2ccccc2c1=O
 : -4%	-5%	-11	2%	19	7	2.5%	-6	-17
C(=N\n1cnnc1)/c1ccc2c(c1)OCO2
 : 3%	2%	-1	-3%	11	0	0.7%	3	15
N#Cc1nc(-c2ccc(OCc3ccccc3)cc2)oc1NCCCn1ccnc1
 : -1%	8%	2	0%	-3	2	1.1%	4	-3
Cc1cc(NC(=O)c2ccccc2Cl)n(C(C)(C)C)n1
 : -2%	-10%	-3	2%	10	11	0.4%	-1	2
O=C(COC(=O)C1CC1)NCCNC(=O)COC(=O)C1CC1
 : -4%	-4%	-2	-2%	-6	2	0.3%	1	-5

Copied from the list:
Value for `O=C(CCNC(=O)c1ccco1)Nc1cccc(Br)c1` in LDHA inh: -6
Value for `Cc1cc(=O)oc2cc(OCc3ccc(S(=O)(=O)N4CCOCC4)cc3)ccc12` in Vif-APOBEC3G blk: 1%

Additional compounds
Below each SMILES: GRP78 ERSR act	Vif-APOBEC3F blk	LDHA inh	Vif-APOBEC3G blk	D1 antagonist	D1 agonist	RXFP1 ag	D1 potentiator	D2 potentiator
Cn1c(=O)n(C)c2cc(/C=N/NC(=O)c3ccc(Cl)cc3Cl)ccc21
 : -6%	-4%	1	-9%	1	1	4.8%	1	1
CC1CCc2c(sc3nnn(CCCCOc4ccc(Cl)cc4)c(=O)c23)C1 (stereo not drawn)
 : .	.	1	.	1	1	2.9%	0	2
CCOc1ccc(NC(=O)N2CCN(c3ccc(Cl)c(Cl)c3)CC2)cc1
 : .	.	0	.	-21	20	0.7%	-3	-15
CCOc1ccc(/C=N/NC(=O)CCC(=O)Nc2ccc(F)cc2)cc1
 : 3%	-15%	-8	0%	-4	3	-0.2%	1	14
Cn1c(N)c(C(=O)COC(=O)/C=C/c2ccc(OC(F)F)cc2)c(=O)n(C)c1=O
 : -2%	?	-8	-1%	-12	13	13%	-8	11
Cc1ccc(NS(=O)(=O)c2ccc3c(c2)N(C)C(=O)CC(=O)N3C)cc1Cl
 : -2%	2%	0	4%	6	3	-0.3%	0	-9
Cc1cc(C)c(NC(=O)CCc2c(C)nc3c(c(C)nn3C(C)(C)C)c2C)c(C)c1
 : -3%	-8%	-2	-1%	1	1	4.1%	-1	0
CN(CC(=O)Nc1ccc(Cl)c(Cl)c1)C(=O)/C=C/c1ccc(F)cc1
 : 2%	8%	-3	-1%	-27	3	-2.3%	-11	-12

An excerpt; count on the stated rates, not on these rows.
